Source: PubChem BioAssay
Vif-A3G inh: qHTS for Inhibitors of Vif-A3G Interactions: qHTS; HeLa A3G-eYFP + Vif (tagged APOBEC3G with the HIV-1 protein that degrades it), YFP fluorescence, overnight; AID 602310, 2012; DNA dC->dU-editing enzyme APOBEC-3G (Homo sapiens), Q9HC16; actives 0.076% (n = 410,000); Potency, µM (titrated, usually from 46.1 µM), inactives show at the top dose activity, negative = active, most hits filed as inhibitors;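 note: potency is the fitted concentration of half-maximal effect; % is set by controls: 0 for no effect and ±100 for the full control effect; nearly all actives have a fitted effect of over 60% in size; hits raise eYFP signal because A3G escapes Vif-driven loss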
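HeLa cells stably expressing Vif and C-terminally eYFP-tagged A3G, seeded overnight at 37 deg C, then exposed to compound by pintool overnight at 37 deg C. Rise in yellow fluorescence (Ex 488/Em 500-530, Acumen) marks blocked Vif-driven A3G degradation.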
RXFP1 antagonist: qHTS Assay for Antagonists of the Relaxin Receptor RXFP1. HEK293-RXFP1, relaxin-stimulated cAMP HTRF, 30 min; active compounds read low. actives 0.59% (n = 350,000). AID 1259400, 2018. activity change, negative = inhibition, % at 57.5 µM;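 active = activity change of -60% or lower, but not beyond a set lower limit; inconclusive = change between -60% and -40%, or beyond the set limit; inactive = change above -40%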; note: % is set by controls: 0 for no effect and ±100 for the full control effect
GRP78 ERSR act: qHTS for Inducers of the Endoplasmic Reticulum Stress Response (ERSR) in Human Glioma: qHTS; Potency, µM, inactives show at the top dose activation, most hits filed as activators; actives 0.02% (n = 420,000); AID 602332, 2012; U87-MG GRP78 promoter luciferase reporter, 16 h; note: potency is the fitted concentration of half-maximal effect; series mostly up to about 76 µM; % of control where 0% means no effect; nearly all actives have a fitted effect of over 35% in size
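Stably transfected U87-MG human glioma cells carrying a GRP78-based luminescent sensor were seeded at 1000 cells/well, pin-dosed with compounds and incubated 16 h. Luciferase reagent was then added, and end-point luminescence was read after 10 min at room temperature.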
Vif-APOBEC3F blk: qHTS for Inhibitors of Vif-A3F Interactions: qHTS. HeLa A3F-eYFP + Vif (tagged APOBEC3F with the HIV-1 protein that degrades it), YFP fluorescence increase. Potency, µM (doses to about 46.1 µM), for the others: at the top dose activity, negative = active. actives 0.2% (n = 390,000); note: potency is the fitted concentration of half-maximal effect; % of control where 0% means no effect; nearly all actives have a fitted effect of over 65% in size
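HeLa cells stably expressing A3F-eYFP plus Vif, plated and incubated overnight at 37 deg C, then exposed to compounds overnight at 37 deg C. Blocked degradation read as raised yellow fluorescence (Ex 488/Em 500-530).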
RXFP1 agonist: qHTS Assay for Agonists of the Relaxin Receptor RXFP1. Relaxin receptor 1 (Homo sapiens), Q9HBX9. HEK293T-RXFP1 cAMP TR-FRET, 30 min; response scale: percent of porcine relaxin response, buffer zero. Potency, µM (series often up to 57.5 µM), for the others: top-dose activation, most hits filed as activators. actives 0.3% (n = 370,000). AID 2676, 2010; note: potency is the fitted concentration of half-maximal effect; % is set by controls: 0 for no effect and ±100 for the full control effect; nearly all actives have a fitted effect of over 60% in size; many of its hits are not listed in these tables
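HEK293T cells stably expressing RXFP1 were pretreated with the PDE4 inhibitor Ro 20174, exposed to compounds for 30 min at 37C, lysed, and cAMP was read by TR-FRET. Data normalized to buffer (basal) and 29 nM porcine relaxin (100%).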
D1 antagonist: Antagonist of Human D 1 Dopamine Receptor: qHTS. D(1A) dopamine receptor (Homo sapiens), P21728. HEK293 TREx D1 cells, calcium flux, dopamine EC80; active compounds read low. activity change, negative = inhibition, % at 10 µM. actives 3.2% (n = 360,000); in the data active = activity change below about -30%; note: % is set by controls: 0 for no effect and ±100 for the full control effect
Target sequence (P21728 whole entry, looked up): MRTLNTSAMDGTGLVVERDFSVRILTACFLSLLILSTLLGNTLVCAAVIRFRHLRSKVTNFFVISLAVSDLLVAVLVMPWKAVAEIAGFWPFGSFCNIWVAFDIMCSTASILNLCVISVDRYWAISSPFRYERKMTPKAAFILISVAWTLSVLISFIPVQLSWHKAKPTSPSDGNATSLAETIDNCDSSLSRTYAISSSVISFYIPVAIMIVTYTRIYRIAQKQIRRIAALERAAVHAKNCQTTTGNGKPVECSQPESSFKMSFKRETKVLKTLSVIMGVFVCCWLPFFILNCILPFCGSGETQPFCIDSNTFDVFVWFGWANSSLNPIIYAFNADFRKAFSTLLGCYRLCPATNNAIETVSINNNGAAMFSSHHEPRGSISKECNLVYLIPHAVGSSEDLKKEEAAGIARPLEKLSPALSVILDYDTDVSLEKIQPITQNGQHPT
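Compound effects on dopamine-evoked calcium signalling were measured in tetracycline-induced HEK293 Trex D1 cells. Dopamine at EC80 followed a 180 s compound pre-read, and fluorescence was tracked kinetically for 180 s more.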
D1 potentiator: Potentiators of Human D1 Dopamine Receptor: qHTS. potentiation, % at 10 µM. AID 504651, 2011. actives 0.036% (n = 360,000). HEK293 TREx D1 cells, calcium flux, dopamine EC20 potentiation. D(1A) dopamine receptor (Homo sapiens), P21728; in the data active = potentiation above about 30%; note: 0% is about no effect
D2 PAM: HTS Assay for Positive Allosteric Modulators of the Human D2 Dopamine Receptor: Primary Screen for Potentiators; D(2) dopamine receptor (Homo sapiens), P14416; HEK293 T-REx D2, calcium flux, EC20 dopamine potentiation; potentiation, % at 10 µM; actives 0.34% (n = 340,000); AID 485347, 2010;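 active = potentiation over 3 SD above the plate norm, cut at about 30% in these data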; note: 0% is about no effect
Target sequence (P14416 whole entry, looked up): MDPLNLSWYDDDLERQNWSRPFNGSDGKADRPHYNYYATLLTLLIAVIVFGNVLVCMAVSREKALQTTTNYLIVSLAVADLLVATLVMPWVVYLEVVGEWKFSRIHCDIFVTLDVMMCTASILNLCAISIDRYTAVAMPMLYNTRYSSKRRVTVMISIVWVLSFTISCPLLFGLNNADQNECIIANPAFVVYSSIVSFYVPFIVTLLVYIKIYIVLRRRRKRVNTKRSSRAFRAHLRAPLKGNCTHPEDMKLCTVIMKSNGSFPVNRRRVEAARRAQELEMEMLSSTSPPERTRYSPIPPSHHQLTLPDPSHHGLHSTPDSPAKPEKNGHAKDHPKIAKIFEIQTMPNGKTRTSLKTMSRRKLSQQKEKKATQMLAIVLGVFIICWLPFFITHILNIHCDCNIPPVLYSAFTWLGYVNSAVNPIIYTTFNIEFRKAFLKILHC
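Tetracycline-induced Hek293 Trex D2 cells, force-coupled to calcium, loaded with no-wash calcium dye. Compound added with 180 s kinetic read for agonism, then EC20 dopamine and a further 180 s read for potentiation.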
D1 agonist: Allosteric Agonists of the Human D1 Dopamine Receptor: qHTS; D(1A) dopamine receptor (Homo sapiens), P21728; HEK293 T-REx D1 cells, calcium flux, agonist mode; activation, % at 2 µM; actives 1% (n = 360,000); in the data active = activation above about 30%; note: 0% is about no effect
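Inducible HEK293 T-REx D1 cells, force-coupled to calcium signalling, were plated at 4000 cells/well with tetracycline and held overnight at 30 C. After no-wash calcium dye loading, compound-evoked calcium rise over 180 s flagged agonists.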
* hit, by the source's call. Unless noted, calls come from the whole dose curve; as a rule, active = well fitted curve in the direction sought with a large enough effect; inconclusive = small, poorly fitted or top-dose-only effect, or another doubt; inactive = no such curve, though single readings can be large; an effect the other way counts as inactive or inconclusive.

CCc1ccccc1NC(=O)c1ccc2c(c1)nnn2C1CCCC1 was read as Vif-A3G inh -7.8%, GRP78 ERSR act -1.2%, Vif-APOBEC3F blk -5.1%, RXFP1 agonist -0.7%, D1 antagonist -30.5*, D1 potentiator 0.5, D2 PAM -11.5 and D1 agonist 4.5.
Screening CCOc1ccc2nc(N/C(N)=N/C(=S)Nc3cccc(OC)c3)nc(C)c2c1 returned Vif-A3G inh -6.1%, RXFP1 antagonist -1.6, GRP78 ERSR act -2.8%, Vif-APOBEC3F blk 12.7%, RXFP1 agonist 5.3%, D1 antagonist 16.1, D1 potentiator -3.5, D2 PAM 7.7 and D1 agonist 1.9.
`COc1ccc(N(CC(=O)Nc2ccc3c(c2)OCCO3)S(=O)(=O)c2c(C)noc2C)cc1` gave Vif-A3G inh -3.0%, RXFP1 antagonist 7.3, GRP78 ERSR act -7.3%, Vif-APOBEC3F blk -11.9%, RXFP1 agonist 1.8%, D1 antagonist -2.6, D1 potentiator -7.3, D2 PAM -9.7 and D1 agonist -0.1.
`COc1ccc(N2CCCn3c2nc2c3c(=O)n(Cc3ccc(C)cc3)c(=O)n2C)c(OC)c1` gave Vif-A3G inh -5.4%, RXFP1 antagonist -9.8, GRP78 ERSR act -1.2%, Vif-APOBEC3F blk 6.3%, RXFP1 agonist 0.9%, D1 antagonist 1.7, D1 potentiator -0.5, D2 PAM 1.1 and D1 agonist 3.8.
`CCCCC(=O)N(c1ccc2oc(C)c(C(C)=O)c2c1)S(=O)(=O)c1ccc(F)cc1C` gave Vif-A3G inh 2.3%, RXFP1 antagonist -6.6, GRP78 ERSR act -2.2%, Vif-APOBEC3F blk -3.1%, RXFP1 agonist 0.7%, D1 antagonist -24.1, D1 potentiator -3.8, D2 PAM 3.0 and D1 agonist 3.1.
`Nc1c(-c2nc(-c3ccccc3Cl)no2)nnn1-c1ccccc1F` gave Vif-A3G inh -6.0%, RXFP1 antagonist 2.6, GRP78 ERSR act -0.5%, Vif-APOBEC3F blk -2.8%, RXFP1 agonist 2.7%, D1 antagonist -16.4, D1 potentiator -3.2, D2 PAM -0.7 and D1 agonist 1.5.
Screening Cc1c(C(=O)OC(C)C(C)C[N+](C)(C)C)oc2ccccc12 (stereo not drawn) returned Vif-A3G inh 4.9%, RXFP1 antagonist -5.4, GRP78 ERSR act -2.2%, Vif-APOBEC3F blk 10.0%, RXFP1 agonist 0.3%, D1 antagonist 5.4, D1 potentiator -3.2, D2 PAM 1.2 and D1 agonist 2.6.
`Cc1ccc(NC(=O)N(Cc2nc3ccccc3c(=O)[nH]2)Cc2cccs2)cc1` gave Vif-A3G inh -0.6%, RXFP1 antagonist -7.3, GRP78 ERSR act -4.4%, Vif-APOBEC3F blk 2.5%, RXFP1 agonist 3.3%, D1 antagonist -45.9*, D1 potentiator -7.7, D2 PAM 17.0 and D1 agonist 2.1.
`Fc1ccc(-c2ccnn2-c2ccccc2)cc1` gave Vif-A3G inh 0.1%, RXFP1 antagonist 2.2, GRP78 ERSR act 0.9%, Vif-APOBEC3F blk -7.9%, RXFP1 agonist 0.0%, D1 antagonist -17.5, D1 potentiator 0.5, D2 PAM 3.7 and D1 agonist -0.3.
For CCOC(=O)C1=C(C)NC(=O)NC1c1ccc([N+](=O)[O-])o1 (stereo not drawn) the results were Vif-A3G inh 1.7%, RXFP1 antagonist 1.5, GRP78 ERSR act -2.8%, Vif-APOBEC3F blk 1.9%, RXFP1 agonist 8.5%, D1 antagonist 4.5, D1 potentiator -0.3, D2 PAM 8.6 and D1 agonist 1.7.
For CC(=O)c1ccc(S(=O)(=O)N2CCN(C(=O)CN3C(=O)NC4(CCCC4)C3=O)CC2)cc1 the results were Vif-A3G inh 1.0%, RXFP1 antagonist 7.5, GRP78 ERSR act -4.7%, Vif-APOBEC3F blk -11.3%, RXFP1 agonist -0.6%, D1 antagonist 0.8, D1 potentiator -0.9, D2 PAM -0.8 and D1 agonist -0.4.
Screening CCCn1nc(NC(=O)c2cccc(Cl)c2)c2cc3cccc(C)c3nc21 returned Vif-A3G inh -5.1%, RXFP1 antagonist -7.4, GRP78 ERSR act -1.0%, Vif-APOBEC3F blk inconclusive, RXFP1 agonist 21.1%, D1 antagonist -9.2, D1 potentiator 0.2, D2 PAM -5.0 and D1 agonist 0.6.
`N#Cc1c(NCCN)nc(-c2ccco2)c2c1CCCC2` gave Vif-A3G inh 3.4%, RXFP1 antagonist -17.0, GRP78 ERSR act -7.0%, Vif-APOBEC3F blk -2.8%, RXFP1 agonist 1.9%, D1 antagonist 12.2, D1 potentiator 4.5, D2 PAM -7.7 and D1 agonist 2.8.
CC(C)Cc1nn2c(=O)cc(COC(=O)c3ccc4c(c3)OCO4)nc2s1 was read as Vif-A3G inh 6.9%, GRP78 ERSR act -1.6%, Vif-APOBEC3F blk -1.5%, RXFP1 agonist -2.4%, D1 antagonist 3.1, D1 potentiator -3.0, D2 PAM -2.9 and D1 agonist 2.4.
Screening Cc1cc(NC(=O)CSc2nnc(NCc3ccco3)s2)no1 returned Vif-A3G inh -5.2%, RXFP1 antagonist 1.5, GRP78 ERSR act -4.8%, Vif-APOBEC3F blk -0.4%, RXFP1 agonist 0.8%, D1 antagonist 4.7, D2 PAM 1.2 and D1 agonist 0.9.
For O=C(O)c1cccc(S(=O)(=O)Nc2ccc(O)cc2Sc2nc3ccccc3s2)c1 the results were Vif-A3G inh 2.9%, RXFP1 antagonist -7.2, GRP78 ERSR act -1.9%, Vif-APOBEC3F blk 6.1%, RXFP1 agonist -0.8%, D1 antagonist -4.5, D1 potentiator -0.7, D2 PAM -4.6 and D1 agonist 3.6.
CCCOc1ccccc1C1Oc2nc(SC)nnc2-c2ccccc2N1C(C)=O (stereo not drawn) was read as Vif-A3G inh 2.9%, GRP78 ERSR act -2.6%, Vif-APOBEC3F blk -5.3%, RXFP1 agonist 4.3%, D1 antagonist -6.2, D1 potentiator 1.4, D2 PAM -0.2 and D1 agonist 1.0.
CN(C)c1ccc(S(=O)(=O)NCC(=O)NCC2CCCCC2)cc1[N+](=O)[O-] was read as Vif-A3G inh 3.9%, RXFP1 antagonist 3.7, GRP78 ERSR act -6.5%, Vif-APOBEC3F blk 4.1%, RXFP1 agonist -0.3%, D1 antagonist 1.9, D1 potentiator -8.2, D2 PAM 6.2 and D1 agonist 1.7.
Screening Cc1nn(-c2ccccc2)c(Cl)c1C(=O)N(C)CC(=O)Nc1cccc(F)c1 returned Vif-A3G inh 0.9%, RXFP1 antagonist -10.2, GRP78 ERSR act -1.3%, Vif-APOBEC3F blk -4.6%, RXFP1 agonist -1.7%, D1 antagonist -14.1, D1 potentiator -2.8, D2 PAM -3.7 and D1 agonist 8.1.
Cc1cccc(NC(=S)N2CCCCC2c2cccnc2)c1C (stereo not drawn) was read as Vif-A3G inh -4.9%, RXFP1 antagonist 15.8, GRP78 ERSR act -6.9%, Vif-APOBEC3F blk -4.4%, RXFP1 agonist 4.4%, D1 antagonist -4.5, D1 potentiator 8.2, D2 PAM 13.4 and D1 agonist 2.1.
CN(C)S(=O)(=O)c1ccc(C(=O)OCC(=O)N2CC3(C)CC2CC(C)(C)C3)cc1 (stereo not drawn) was read as Vif-A3G inh -3.3%, RXFP1 antagonist -5.4, GRP78 ERSR act 0.0% and Vif-APOBEC3F blk 3.5%.
`C#CCOCCOCCOCCNc1nc(N2CCN(C(=O)C(Cc3ccc(O)cc3)n3cc(C(N)CC(C)C)nn3)CC2)nc(N2CCN(C(=O)C(Cc3cc4ccccc4[nH]3)n3cc(C(N)C(C)CC)nn3)CC2)n1` (stereo not drawn) gave RXFP1 agonist 0.3%, D1 antagonist 2.1, D1 potentiator 5.5, D2 PAM 10.1 and D1 agonist -4.9.
`COc1ccccc1N(CC(N)=O)S(=O)(=O)c1ccc(C)cc1` gave Vif-A3G inh 0.6%, RXFP1 antagonist -3.4, GRP78 ERSR act -3.9%, Vif-APOBEC3F blk -5.6%, RXFP1 agonist 0.0%, D1 antagonist -3.5, D1 potentiator -7.0, D2 PAM -6.0 and D1 agonist 2.4.
COc1cccc(NC(=O)CN(C)C(=O)c2cc3ccccc3cc2OC)c1 was read as Vif-A3G inh 3.5%, RXFP1 antagonist -0.8, GRP78 ERSR act -1.1%, Vif-APOBEC3F blk 1.1%, RXFP1 agonist 1.5%, D1 antagonist 7.3, D1 potentiator -3.0 and D1 agonist -0.4.
For COc1ccc(NC(=O)c2cccc3c2C(=O)N(CC2CCCO2)C3)cc1OC (stereo not drawn) the results were Vif-A3G inh 2.0%, RXFP1 antagonist 0.8, GRP78 ERSR act -2.5%, Vif-APOBEC3F blk 0.8%, RXFP1 agonist 1.8%, D1 antagonist 0.8, D1 potentiator -12.6, D2 PAM -2.2 and D1 agonist 1.2.
`CCOc1ccc(CNCCSc2nnnn2C)cc1OC` gave Vif-A3G inh -1.0%, GRP78 ERSR act -0.5%, Vif-APOBEC3F blk 5.9%, RXFP1 agonist -4.0%, D1 antagonist -9.9, D1 potentiator -0.6, D2 PAM -3.7 and D1 agonist -1.4.
For Cc1ccc(Cl)cc1N1C(=O)N(Cc2ccc(C#N)cc2)c2ccccc2S1(=O)=O the results were Vif-A3G inh 0.9%, GRP78 ERSR act 0.8%, Vif-APOBEC3F blk 1.3%, RXFP1 agonist -0.7%, D1 antagonist 4.5, D1 potentiator -0.5, D2 PAM -2.3 and D1 agonist 5.0.
For O=C(Nc1cccc(NC(=O)c2ccc(Cl)cc2Cl)c1)c1cccnc1 the results were Vif-A3G inh -3.9%, RXFP1 antagonist -3.0, GRP78 ERSR act 1.9%, Vif-APOBEC3F blk 1.5%, RXFP1 agonist 0.8%, D1 antagonist -0.3, D1 potentiator 3.2, D2 PAM -3.0 and D1 agonist -0.2.

An excerpt. The share of hits here may be higher or lower than overall.
